Compound activity deposited in PubChem BioAssay by several laboratories.
SR-BI DiI-HDL act: activators of SR-BI mediated HDL lipid uptake | CHO ldlA[mSR-BI] cells, DiI-HDL uptake fluorescence, 3 h; 100 = double the neutral-control signal | activation, % at 12.5 µM | 0.096% of 320,000 active;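 active means mean replicate activation of at least 60% and every replicate at or above 60%; inconclusive means mean or all-replicate condition met, but not both; inactive means mean below 60% and not all replicates reaching 60%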;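 further: 0% = median plate neutral-control signal and 100% = twice that signal; values of inactives mirror those of a sister screen read the other way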
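System: CHO ldlA[mSR-BI] cells / Medium: HEPES-buffered (25 mM, pH 7.4) F12 plus 0.5% BSA / Probe or stimulus: labelled HDL, 10 µg/mL / Doses: single compound concentration, delivered by pin transfer / Schedule: 3 h, 37 °C / Measured by: DiI fluorescence, bottom read / Measure: cell-associated DiI fluorescence as measure of HDL uptake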
Arr AP2 block: human beta-arrestin and AP2 interaction inhibition; FITC-arrestin peptide / GST-AP2 beads, flow cytometry; AP2 beta2 appendage carries R879A mutation; inhibition, % at 10 µM; 0.31% of 340,000 active; AID 504490;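 active means inhibition above a set limit, near 3 SD of compounds lacking own fluorescence, cut at about 54% in these data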;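 further: plate controls were DMSO wells for no effect and 5 µM unlabelled arrestin peptide for full effect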
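Assay system: GST-AP2 R879A bound to glutathione beads, E. coli-expressed; Medium: PBS with 0.05% Tween 20 and 0.1% BSA; Also added: fluorescein-tagged arrestin peptide at 50 nM final; Timing: 12 min plus 1 h, RT; Measured by: flow cytometry, FL1 (488/535 nm); Evaluation: percent drop in bead-associated FITC signal.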
NSD2 inh: blocks human histone methyltransferase NSD2; 0.54% of 310,000 active; inhibition, % at 12.5 µM; NSD2 peptide methylation, AlphaScreen, 120 min; O96028; in the data active means inhibition above about 50%
dFosB activator: activators of mouse delta FosB homodimer; purified delta FosB, TAMRA-CDK5 oligo fluorescence polarization; percent of positive-control signal above neutral wells; activation, % at 25 µM; 0.99% of 340,000 active; AID 493131;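 active means mean activation above about 17%, with every replicate also reaching it, limit read from the data, passing the limit was not always enough; inconclusive means only one of the two conditions met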;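 further: fluorescence polarization rise as delta FosB binds a TAMRA Cdk5 AP-1 oligo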
DSG3 Ab inh: blocks pemphigus antibody binding to human desmoglein-3 | DSG3-coupled beads, scFv-anti-DSG3-GFP binding, flow cytometry; active compounds read low | 0.48% of 310,000 active | binding (percent of control), % at 10 µM | AID 588358;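 active means binding more than 3 SD below its plate's average and above zero; inconclusive means below that plate limit but binding exactly zero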;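 further: hits lower antibody fragment binding to DSG3; some compounds called inactive have numbers as strong as hits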
CDK5 inh: inhibitors of human CDK5/p35 kinase; inhibition, % at 10 µM; Q00535+Q15078; 0.01% of 330,000 active; Recombinant CDK5/p35, ADP-Glo luminescence, 60 min;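 active means highest replicate inhibition of at least 50% and at least 75% of replicates reaching 50%; inconclusive means only one of the two criteria met; inactive means both criteria failed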;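 further: plate controls were DMSO neutral control for no effect and GW8510 at 10 µM for full effect; many of its hits are not listed in these tables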
Target sequence (Q00535 whole entry, looked up): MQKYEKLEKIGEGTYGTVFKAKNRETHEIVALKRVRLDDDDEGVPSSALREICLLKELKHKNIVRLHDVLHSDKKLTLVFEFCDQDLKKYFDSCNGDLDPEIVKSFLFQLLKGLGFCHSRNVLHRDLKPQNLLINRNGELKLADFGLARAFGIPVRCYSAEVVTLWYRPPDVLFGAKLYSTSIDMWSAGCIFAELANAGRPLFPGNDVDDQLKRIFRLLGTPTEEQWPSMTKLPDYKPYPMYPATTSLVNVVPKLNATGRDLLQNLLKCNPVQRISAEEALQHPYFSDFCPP
Target sequence (Q15078 whole entry, looked up): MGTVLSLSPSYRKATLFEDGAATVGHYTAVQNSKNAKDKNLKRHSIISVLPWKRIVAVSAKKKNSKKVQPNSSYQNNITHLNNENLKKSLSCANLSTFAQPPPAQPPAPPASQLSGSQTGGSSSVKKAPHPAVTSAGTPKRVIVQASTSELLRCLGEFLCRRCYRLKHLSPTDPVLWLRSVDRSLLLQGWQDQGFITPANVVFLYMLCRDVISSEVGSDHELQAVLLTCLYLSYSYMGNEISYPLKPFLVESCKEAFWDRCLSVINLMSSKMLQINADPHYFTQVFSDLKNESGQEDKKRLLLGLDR
SR-BI HDL uptake: blocks mouse SR-BI lipid uptake from DiI-HDL; ldlA[mSR-BI] CHO cells, DiI-HDL uptake fluorescence, 3 h; inhibition, % at 12.5 µM; Q61009; 0.96% of 320,000 active;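 active means mean replicate inhibition of at least 70% and a set share of replicates each scoring 70 or more; inconclusive means meets just one of the two criteria; inactive means fails both criteria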;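 further: 0% = median of neutral control wells and 100% = median of positive control wells; values of inactives mirror those of a sister screen read the other way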
SUMO Mot1 rescue: inhibitors of SUMOylation pathway: yeast Mot1-301 growth rescue. growth rescue, % at 18.8 µM. S. cerevisiae Mot1-301 growth rescue, ATP luminescence, 38.5C; percent above DMSO median, 100 means doubled. 1% of 320,000 active. AID 2716;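 active means every valid replicate shows activation above 250% relative to neutral control wells; inactive means the rest, any valid replicate at or below 250%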;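 further: OY570 slx delta 5 strain wells were the positive control but not used for scaling; some compounds called inactive have numbers as strong as hits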
MITF TRPM1 HTS: MITF TRPM1 promoter activation in melanoma cells | activation, % at 12.5 µM | SK-MEL-5 TRPM1-promoter luciferase, 24 h; % of positive control, neutral wells = 0 | 0.75% of 300,000 active;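 active means mean activation of at least 80% with every replicate also reaching 80%; inconclusive means mean reaches 80% but some replicate falls short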;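 further: 0% = neutral control wells and 100% = parthenolide positive control wells; values of inactives mirror those of a sister screen read the other way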
PKA-R2B activ: activates the human PKA-R2B holoenzyme complex; P22694+P31323; PKA-R2B holoenzyme dissociation, Cy5-IP20 fluorescence polarization; R2B truncated from residue 108, S112A mutant; 0% DMSO only, 100% 113 µM cGMP; activation, % at 11.4 µM; 0.079% of 340,000 active; AID 504700;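 active means activation above a cutoff set at the mean over all compounds plus 3 SD, cut at about 18% in these data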;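 further: higher means more holoenzyme dissociation and a rise in polarization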
Target sequence (P31323 whole entry, looked up, other chains not shown, the tested form may be a part): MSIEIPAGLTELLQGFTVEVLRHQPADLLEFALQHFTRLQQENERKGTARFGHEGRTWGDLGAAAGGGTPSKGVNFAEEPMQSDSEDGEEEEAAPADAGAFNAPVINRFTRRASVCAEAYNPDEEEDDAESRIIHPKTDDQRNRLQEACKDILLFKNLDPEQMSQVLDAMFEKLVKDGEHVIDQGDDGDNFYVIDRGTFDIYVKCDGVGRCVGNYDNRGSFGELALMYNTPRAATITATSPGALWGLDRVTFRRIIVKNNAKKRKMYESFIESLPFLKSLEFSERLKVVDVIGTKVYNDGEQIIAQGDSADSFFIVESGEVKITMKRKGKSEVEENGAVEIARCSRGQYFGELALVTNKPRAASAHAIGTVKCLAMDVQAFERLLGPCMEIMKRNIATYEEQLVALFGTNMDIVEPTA
PKA-R1A activ: activators of PKA-R1A complex; AID 504707; 0.083% of 340,000 active; PKA-R1A dissociation, Cy5-IP20 fluorescence polarization; scaled: DMSO 0%, 113 µM cGMP 100%; activation, % at 11.4 µM;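 active means percent activation above the mean of all tested compounds plus 3 SD, cut at about 19% in these data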;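 further: higher means more PKAc released from R1A so a rise in polarization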
Starred values were filed as active, the others as inactive; i = inactive; ? = inconclusive; · = not tested or not shown.

SR-BI DiI-HDL act	Arr AP2 block	NSD2 inh	dFosB activator	DSG3 Ab inh	CDK5 inh	SR-BI HDL uptake	SUMO Mot1 rescue	MITF TRPM1 HTS	PKA-R2B activ	PKA-R1A activ	SMILES
·	-2	-1	0	·	-0.5	·	51	-3	-3	-4	O=C(CNS(=O)(=O)c1ccc(F)cc1)N1CCOCC1
-1	-8	-2	2	103	-1.2	1	12	-5	7	3	COc1ccc(NC(=O)CCC(=O)N2CCOCC2)c([N+](=O)[O-])c1
32	-8	6	7	104	-1.7	-32	-1	-3	2	0	CCOc1ccc(OCC)c(NC(=O)CN2CCN(CC)CC2)c1
·	-11	19	-4	91	-0.9	·	27	·	2	2	Cc1cccc(N2CCN(C(=O)CNC(=O)c3ccccc3)CC2)c1C
17	7	·	-1	107	1.5	-17	-8	-5	2	15	CCN1CCN(C(=O)c2cn(CC)c3ccc(S(=O)(=O)N(C)C)cc3c2=O)CC1
-23	-15	11	5	98	0.7	23	-24	-8	-7	0	CCN1/C(=C2\C(=O)N(C)C(=S)N2C)C=Cc2cc(C)ccc21
8	-7	-1	-8	·	-0.2	-8	6	0	6	3	CC(OC(=O)c1cccc(Cl)c1)C(=O)NC1CCCCC1C (centres undefined)
-29	-3	2	-4	127	0.6	29	-10	8	-4	-3	Cn1c(SCCOc2ccccc2F)nc2ccccc2c1=O

The results go on.
SR-BI DiI-HDL act	Arr AP2 block	NSD2 inh	dFosB activator	DSG3 Ab inh	CDK5 inh	SR-BI HDL uptake	SUMO Mot1 rescue	MITF TRPM1 HTS	PKA-R2B activ	PKA-R1A activ	SMILES
16	8	-7	-15	101	0.5	-16	5	3	3	-10	O=S(=O)(c1ccc(Cl)s1)N1CCC(Cc2ccccc2)CC1
·	0	-2	-16	92	-0.4	·	-15	1	3	1	O=C(O)COc1ccccc1/C=N/NC(=O)c1cc(-c2ccc(Cl)cc2)nc2ccccc12
28	-14	0	-8	76	1.3	-28	-1	-12	0	-3	Cc1ccc(NS(=O)(=O)c2c(C)[nH]c(C)c2C(=O)N2CCCCC2)c(Br)c1
6	-2	-7	-6	96	1.3	-6	3	3	2	8	COc1cc(OC)cc(N2CCN(S(=O)(=O)c3ccc(-n4cnnn4)cc3)CC2)c1
25	81*	-3	-7	113	-0.5	-25	-14	13	2	6	CC(OC(=O)c1ccncc1)C(=O)Nc1cccc(Cl)c1 (centres undefined)
6	-8	1	-6	93	-3.8	-6	-3	-5	-5	6	CCC(=O)c1ccc(OCC(O)CN2CCN(c3ccc(F)cc3)CC2)cc1 (centres undefined)
-11	1	6	-1	93	0.8	11	-8	17	-1	4	CC(=O)c1c(C)nc(-c2ccccc2)nc1N
-35	31	·	2	106	-1.1	35	-5	·	12	-12	CCOc1c2ccoc2nc2c(OC)c(OC)ccc12

(cont.)
SR-BI DiI-HDL act	Arr AP2 block	NSD2 inh	dFosB activator	DSG3 Ab inh	CDK5 inh	SR-BI HDL uptake	SUMO Mot1 rescue	MITF TRPM1 HTS	PKA-R2B activ	PKA-R1A activ	SMILES
10	10	·	-3	84	1.9	-10	299	5	-9	4	CNc1oc(Cc2ccccc2)nc1S(=O)(=O)c1ccc(Cl)cc1
4	32	13	2	103	-0.2	-4	35	0	3	6	CCN1C(=O)N(CC)C(O)(c2ccccc2)C1(O)c1ccccc1 (centres undefined)
5	0	9	-5	100	0.2	-5	-2	-15	2	-2	Cc1ccc2c(c1)c(-c1csc(N)n1)c(C)n2C
47	-5	-2	-1	89	-1.0	-47	2	·	1	-2	CS(=O)(=O)N(CC(=O)N1CCc2ccccc2C1)c1ccccc1Br
-7	1	4	3	114	-0.7	7	5	-8	1	-4	Cc1c(C(=O)N2CCCCCC2)nnn1-c1nonc1N
-4	-3	·	-4	103	-1.4	4	-5	0	7	1	O=C(CN(C(=O)c1csnn1)c1ccc(F)c(Cl)c1)NCc1ccccc1
3	-10	4	-6	95	1.1	-3	-11	26	2	11	Cc1cc(Nc2nn(C)c(N)c2C#N)ccc1F
35	-18	-2	-2	114	0.4	-35	i	·	-6	-3	Cc1ccc(CC(=O)NC2CCN(Cc3ccccc3)CC2)cc1

Seven entries from above in a different format:
molecule,SR-BI DiI-HDL act,Arr AP2 block,NSD2 inh,dFosB activator,DSG3 Ab inh,CDK5 inh,SR-BI HDL uptake,SUMO Mot1 rescue,MITF TRPM1 HTS,PKA-R2B activ,PKA-R1A activ
CCN1C(=O)N(CC)C(O)(c2ccccc2)C1(O)c1ccccc1 (centres undefined),4,32,13,2,103,-0.2,-4,35,0,3,6
Cc1ccc2c(c1)c(-c1csc(N)n1)c(C)n2C,5,0,9,-5,100,0.2,-5,-2,-15,2,-2
CS(=O)(=O)N(CC(=O)N1CCc2ccccc2C1)c1ccccc1Br,47,-5,-2,-1,89,-1.0,-47,2,·,1,-2
Cc1c(C(=O)N2CCCCCC2)nnn1-c1nonc1N,-7,1,4,3,114,-0.7,7,5,-8,1,-4
O=C(CN(C(=O)c1csnn1)c1ccc(F)c(Cl)c1)NCc1ccccc1,-4,-3,·,-4,103,-1.4,4,-5,0,7,1
Cc1cc(Nc2nn(C)c(N)c2C#N)ccc1F,3,-10,4,-6,95,1.1,-3,-11,26,2,11
Cc1ccc(CC(=O)NC2CCN(Cc3ccccc3)CC2)cc1,35,-18,-2,-2,114,0.4,-35,i,·,-6,-3

Remaining list, next part.
SR-BI DiI-HDL act	Arr AP2 block	NSD2 inh	dFosB activator	DSG3 Ab inh	CDK5 inh	SR-BI HDL uptake	SUMO Mot1 rescue	MITF TRPM1 HTS	PKA-R2B activ	PKA-R1A activ	SMILES
8	45	-3	7	102	-0.2	-8	-3	-4	-11	-3	O=C(O)CCCC(=O)Nc1nncs1
10	5	·	-5	115	0.4	-10	·	21	-3	-1	O=C(OCc1ccccc1)N1CCC2CC1c1cc(N3CCCCC3)ccc12 (centres undefined)
10	-1	·	2	98	-1.5	-10	20	-18	6	-5	O=C(Cn1cncn1)NCCC(c1ccccc1)c1ccccc1
-5	11	-2	-6	105	0.8	5	28	·	2	7	Nc1nonc1C(=O)N/N=C/c1ccc(Br)o1
-12	·	·	3	99	-2.9	12	22	-4	-9	5	O=C(c1ccc2c(c1)OCO2)N1CCC2(CC1)Oc1ccc(F)cc1C(=O)C21CC(c2ccccc2)=NO1 (centres undefined)
6	·	·	2	97	0.0	-6	30	3	8	-7	COc1ccc(CCNC(=O)C2CC(c3ccccc3C(F)(F)F)=NO2)cc1 (centres undefined)
-8	13	4	-2	·	1.7	8	8	·	2	5	Cc1c(Cl)cccc1NC(=O)CSc1nnnn1C
-10	0	0	2	100	1.1	10	98	11	0	-4	CCOc1ccccc1OCCn1nnc2ccccc21

Next compounds follow:
SR-BI DiI-HDL act	Arr AP2 block	NSD2 inh	dFosB activator	DSG3 Ab inh	CDK5 inh	SR-BI HDL uptake	SUMO Mot1 rescue	MITF TRPM1 HTS	PKA-R2B activ	PKA-R1A activ	SMILES
-8	-1	2	-13	105	7.3	8	-4	-2	2	10	CCOC(=O)C(/C(N)=N/C(=O)Nc1ccccc1)=C(\C)O
9	5	-5	-7	97	-1.0	-9	5	42	5	3	COc1cccc(/C=C/C(=O)c2ccc[nH]2)c1
-13	-11	1	-9	·	0.6	13	20	-8	2	-11	CCOc1ccc(NC(=O)CN(C)C(=O)CCC2CCCCC2)cc1OCC
4	0	-2	-1	104	-0.1	-4	2	0	-7	-1	C/C(CC(=O)Nc1cccc2c1CCCC2)=N\NC(=O)COc1ccccc1
1	-7	1	7	94	-0.6	-1	-18	-1	7	-8	CCCOc1ccc(CSCCNC(=S)Nc2ccccc2)cc1
-84	-6	4	-1	105	2.1	84*	·	·	-11	3	Cc1ccc(-c2[nH]nc(N)c2N=Nc2cccc(Cl)c2C)cc1
8	16	-1	2	84	-0.2	-8	4	21	0	-8	CCC(/C=N/NC(=O)CCCCC(=O)N/N=C/C(CC)CC)CC
-9	3	-2	-10	118	-0.1	9	12	22	-1	7	COc1cccc(C2=NN(C(C)=O)C(c3cccs3)C2)c1 (centres undefined)

New compounds follow.
SR-BI DiI-HDL act	Arr AP2 block	NSD2 inh	dFosB activator	DSG3 Ab inh	CDK5 inh	SR-BI HDL uptake	SUMO Mot1 rescue	MITF TRPM1 HTS	PKA-R2B activ	PKA-R1A activ	SMILES
-1	4	·	3	99	2.5	1	13	-8	-6	2	COc1ccc(C(=O)COC(=O)c2ccc([N+](=O)[O-])s2)cc1OC
-51	0	·	1	102	-0.8	51	14	-9	-4	-6	C/C=C\C=C\C(=O)N1CC2(CC(c3cccc(NC(=O)CC(c4ccccc4)c4ccccc4)c3)=NO2)C[C@H]1C(N)=O (some centres undefined)
7	17	1	-6	100	0.6	-7	1	-16	-4	7	Cc1ccc(S(=O)(=O)NCC(=O)NCC(=O)OCc2c(F)cccc2Cl)cc1
-29	-4	36	?	96	-0.6	29	1	-9	-8	0	O=C(Nc1ccc2c(c1)OCCO2)c1cc(-c2ccccn2)nc2ccc(Br)cc12
6	34	0	-7	103	0.9	-6	1	9	-4	-5	Cc1ccc(OCc2cc(C(=O)N(C)Cc3cnn(-c4ccccc4C)c3)no2)cn1
1	-1	3	8	95	0.0	-1	-3	4	5	5	Cc1sc2ncnc(Nc3ccc(O)cc3)c2c1C
40	-24	1	6	100	-0.7	-40	6	-2	0	7	COCCCNC(=O)c1cc(C(=O)Cc2ccccc2)c[nH]1
5	3	-1	-3	111	0.2	-5	12	-8	5	-1	CCOc1ccc(NC(=O)NCCCCc2ccccc2)cc1
-30	6	-2	-11	98	-0.1	30	9	-11	3	-5	CCCCCn1c(SCc2ccncc2)nc2cc(C(=O)NCc3ccco3)ccc2c1=O
19	-6	·	-1	95	-0.8	-19	-2	-1	0	0	CC1=C(C(=O)OCc2ccccc2)C(c2ccc([N+](=O)[O-])cc2)NC(=O)N1CCCCCC(=O)O (centres undefined)
18	11	5	5	91	1.2	-18	34	4	2	0	CN(C/C(O)=C(\C#N)c1ccccc1)C1CCCCC1
